Compound activity as filed in PubChem.
M5 ag: agonists of human muscarinic M5 receptor (CHRM5) | P08912 | CHO-K1 hM5 cells, Fluo-8 calcium fluorescence; 0% DMSO wells, 100% maximal acetylcholine response | activation, % at 3 µM | 360,000 compounds, 0.19% hits;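 active = activation above the run's mean over test compounds plus 3 SD, cut at about 23% in these data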;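 also: signal is peak over basal fluorescence ratio across the kinetic read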
M4 antag: blocks acetylcholine activation of human M4 receptor | CHO-hM4 cells, ACh EC80, Fluo-8 calcium fluorescence | inhibition, % at 3 µM | 360,000 compounds, 0.73% hits;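 active = inhibition above its plate's cutoff, the mean inhibition of sample wells plus 3 SD, cut at about 27% in these data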;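 also: 0% = acetylcholine EC80 with DMSO and 100% = DMSO without agonist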
Target sequence (P08173 whole entry, looked up): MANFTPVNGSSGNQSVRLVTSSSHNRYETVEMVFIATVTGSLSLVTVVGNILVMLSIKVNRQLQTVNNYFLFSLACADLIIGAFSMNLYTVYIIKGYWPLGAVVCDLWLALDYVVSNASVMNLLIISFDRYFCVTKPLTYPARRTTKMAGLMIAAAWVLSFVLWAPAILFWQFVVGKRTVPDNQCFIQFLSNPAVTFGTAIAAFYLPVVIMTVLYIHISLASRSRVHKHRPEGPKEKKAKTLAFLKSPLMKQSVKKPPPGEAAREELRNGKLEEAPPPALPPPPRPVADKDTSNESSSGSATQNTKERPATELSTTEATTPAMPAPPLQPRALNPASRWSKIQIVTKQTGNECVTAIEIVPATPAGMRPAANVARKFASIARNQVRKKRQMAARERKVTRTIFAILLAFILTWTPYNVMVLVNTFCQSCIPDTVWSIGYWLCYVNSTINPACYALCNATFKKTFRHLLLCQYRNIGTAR
CHRM1 PAM: human CHRM1 positive allosteric modulation. P11229. CHO-K1 hM1, Fluo-8 calcium fluorescence, ACh EC20; 0% = ACh EC20, 100% = maximal ACh. activation, % at 3 µM. 360,000 compounds, 0.088% hits. AID 588819; in the data active = activation above about 19%, passing the limit was not always enough
Target sequence (P11229 whole entry, looked up): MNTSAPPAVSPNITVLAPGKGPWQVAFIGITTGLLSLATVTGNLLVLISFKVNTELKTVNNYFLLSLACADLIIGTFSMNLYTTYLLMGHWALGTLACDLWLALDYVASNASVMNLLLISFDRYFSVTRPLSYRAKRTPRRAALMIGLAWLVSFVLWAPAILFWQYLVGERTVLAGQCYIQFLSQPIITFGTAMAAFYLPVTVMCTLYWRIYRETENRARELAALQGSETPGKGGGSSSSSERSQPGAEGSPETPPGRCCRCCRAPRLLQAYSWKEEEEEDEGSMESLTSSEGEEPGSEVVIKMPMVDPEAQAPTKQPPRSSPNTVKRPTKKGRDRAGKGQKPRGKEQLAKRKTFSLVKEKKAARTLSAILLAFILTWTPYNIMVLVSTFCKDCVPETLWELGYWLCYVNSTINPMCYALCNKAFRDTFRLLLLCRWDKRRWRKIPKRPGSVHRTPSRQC
M4 ag: agonists of human muscarinic M4 receptor (CHRM4); CHO-K1 hM4/Gqi5, Fluo-8 calcium fluorescence; vehicle 0%, full acetylcholine response 100%; activation, % at 3 µM; 360,000 compounds, 0.14% hits; AID 624127;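 active = activation above the run mean over all test wells plus 3 SD, cut at about 32% in these data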;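 also: peak over basal fluorescence ratio per well then scaled between controls; 0% = DMSO wells and 100% = acetylcholine at EC100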
CHRM4 PAM: potentiates acetylcholine response at human M4 receptor; CHO-K1 hM4/Gqi5, Fluo-8 calcium fluorescence, ACh EC20; 0% = ACh EC20, 100% = maximal ACh; activation, % at 3 µM; 360,000 compounds, 0.4% hits; AID 624126;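 active = activation above its plate's cutoff, the mean activation of sample wells plus 3 SD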; also: some results filed as inactive read as strong as hits
M5 PAM: positive allosteric modulators of human muscarinic M5 receptor; P08912; CHO-K1 hM5, Fluo-8 calcium, ACh EC20 PAM; 0% = ACh EC20, 100% = ACh EC100; activation, % at 3 µM; 360,000 compounds, 0.3% hits;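 active = activation above the run cutoff, the mean activation of all test compounds plus 3 SD, cut at about 18% in these data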
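System: CHO-K1 cell line with stable human muscarinic M5 receptor expression | Also added: EC20 acetylcholine as agonist stimulus | Compound: One concentration, 3 µM final (nominal) | Timing: Fluo-8 loading 80 min at 37 °C plus 30 min room temperature | Measured by: Fluo-8 calcium dye fluorescence, kinetic read | Read-out basis: % activation, ACh-normalized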
CRFR2-BP ag: CRF-BP/CRF-R2 complex agonism; HEK293 CRF-R2/CRF-BP, calcium dye fluorescence (FLIPR); percent of saturating CRF peptide response; activation, % at 13.2 µM; 350,000 compounds, 0.46% hits; AID 588473;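 active = activation of at least 50%, plus an integration ratio under a set limit after plate pattern correction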;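 also: plate controls were neutral control wells without compound for no effect and CRF at EC100 for full effect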
CRFBP-R2 block: CRF-BP/CRF-R2 complex antagonism; HEK293 CRF-R2/CRF-BP, CRF-induced calcium fluorescence; inhibition, % at 11.8 µM; 350,000 compounds, 0.59% hits; AID 588475;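 active = inhibition of the ligand-induced calcium signal above about 50% at the single tested concentration, limit read from the data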
CHRM5 antagonist: CHRM5 antagonism in calcium assay; P08912; CHO-hM5 cells, Fluo-8 calcium fluorescence, ACh EC80; inhibition, % at 3 µM; 360,000 compounds, 0.59% hits; AID 624040;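 active = inhibition above a per-plate cutoff, the mean of that plate's test compounds plus 3 SD, cut at about 27% in these data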;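 also: 0% = acetylcholine EC80 with DMSO and 100% = DMSO without agonist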
The depositor's hits bear a star; x = not tested or not shown.

SMILES | M5 ag | M4 antag | CHRM1 PAM | M4 ag | CHRM4 PAM | M5 PAM | CRFR2-BP ag | CRFBP-R2 block | CHRM5 antagonist
O=C(c1ccc(-c2ccc([N+](=O)[O-])cc2)o1)N1CCCC(C(F)(F)F)C1 (configuration not stated) | -2.4 | 7.2 | 0.2 | 1.6 | 1.2 | -4.8 | -0.2 | 2.1 | 9.2
Cc1ccc(S(=O)(=O)NC(=O)C2(C)CCN2C(=O)c2ccccc2CCc2ccccc2)nc1 (configuration not stated) | 0.6 | -5.3 | 2.2 | -0.4 | -2.3 | -0.8 | x | x | -0.6
O=C(NCC(=O)N1CCN(c2ccccc2O)CC1)c1ccccc1 | 1.0 | 3.7 | 3.3 | 2.8 | -3.7 | -1.1 | 0.2 | 15.2 | 7.5
COc1ccc(NC(=O)CSc2nc3nc(C)cc(C)n3n2)cc1 | -0.3 | 12.5 | -2.1 | -0.3 | -7.8 | 3.9 | 0.3 | 9.1 | -4.0
Cn1nc(-c2ccc(C(=O)N3CCN(Cc4ccccc4)CC3)cc2)c2ccccc2c1=O | -0.8 | 2.6 | -5.6 | 9.3 | -11.8 | -13.5 | -0.4 | 29.4 | 4.6
Cc1csc(NC(=O)c2cc3c(s2)CCCCC3)n1 | -10.2 | -1.8 | -12.2 | 6.5 | -1.6 | -0.1 | -1.2 | -6.9 | 2.7
CCOC(=O)c1oc2nc(C(C)C)c3c(c2c1N)CC(C)(C)OC3 | -7.3 | -5.2 | 3.2 | 0.2 | 3.7 | -2.8 | -0.8 | -0.8 | 9.2
CCOc1ccc(CCNC(=O)c2cccc(S(=O)(=O)N3CC(C)OC(C)C3)c2)cc1OCC (configuration not stated) | 1.3 | -5.4 | 3.9 | 4.8 | -5.3 | 1.9 | 1.4 | -6.9 | -2.7
O=C(Cc1ccsc1)Nc1ccc2c(c1)OCO2 | 1.4 | 12.3 | 0.5 | 0.8 | -4.3 | 2.6 | 0.3 | -4.8 | -5.2
O=C(COc1nncc2ccccc12)Nc1c(F)c(F)c(F)c(F)c1F | 2.3 | -0.1 | 10.0 | 1.6 | 5.4 | 4.4 | -0.5 | -3.7 | 2.5
CCOC(=O)c1c(C)n(-c2ccc(C)cc2)c2ccc(OCC(O)CN3CCN(C)CC3)cc12 (configuration not stated) | -13.4 | -4.3 | -15.5 | 3.1 | 1.3 | -20.8 | -0.6 | -20.3 | 11.2
CC(C)c1ccc(N(CC(=O)NCc2ccc(F)cc2)C(=O)c2csnn2)cc1 | -0.8 | -7.3 | 3.6 | 0.8 | -8.5 | -0.7 | -0.7 | 3.7 | 4.5
CCOc1ccccc1Nc1nc2ccccc2[nH]1 | -1.5 | 4.0 | 6.2 | 2.0 | -7.2 | -6.7 | -1.2 | -27.1 | 7.2
COc1ccc2c(c1)CC(C1(O)C(=O)Nc3ccccc31)C2=O (configuration not stated) | -2.5 | -2.4 | 3.7 | 1.3 | 6.0 | -6.7 | -1.1 | 15.6 | 9.9
O=C(CSc1nc(O)c(Cc2ccccc2)c(=O)[nH]1)c1ccccc1 | 1.6 | -1.9 | 0.4 | 1.0 | 4.5 | 7.2 | 0.1 | 8.5 | -8.5
CC1CCCC(NCC(O)COC(c2ccc(F)cc2)c2ccc(F)cc2)C1C (configuration not stated) | 0.7 | 6.1 | -16.6 | 21.4 | -17.2 | 0.0 | 3.6 | -8.1 | 10.1
COc1ccc(-n2cnc3cc(NCc4ccco4)ccc32)cc1 | 1.6 | -7.0 | 0.6 | 3.7 | -7.7 | -7.9 | -0.3 | -12.3 | 0.0
Cc1cc(CNC(=O)CC2C(=O)NCCN2CC(c2ccccc2)c2ccccc2)on1 (configuration not stated) | -3.5 | -3.1 | 6.4 | 0.5 | 0.1 | -4.2 | -0.6 | 17.0 | 0.3
CNc1nc(N)c([N+](=O)[O-])c(Nc2cccc(F)c2)n1 | 7.0 | 1.4 | 8.8 | 1.3 | -3.5 | 1.4 | -0.8 | -27.6 | -0.1
Cc1ccc(OCC(=O)NC2CCS(=O)(=O)C2)c(C)c1 (configuration not stated) | -4.4 | -11.1 | 4.4 | 0.3 | 1.9 | 2.0 | 0.6 | -6.7 | 3.6
CN(Cc1c(C(=O)N/N=C/c2ccccc2)nnn1-c1nonc1N)c1ccccc1 | -3.0 | 2.4 | -3.2 | 8.6 | -7.8 | -5.9 | 0.7 | 9.2 | 6.4
COc1ccc(C2=NOC(C)(c3nnc(Cc4ccccc4)o3)C2)cc1 (configuration not stated) | 0.7 | -2.6 | 14.8 | 3.0 | 15.9 | 2.1 | -1.7 | 2.9 | 4.7
CC1=C(C(=O)Nc2ccccc2)C(c2ccncc2)C(C#N)=C(SCC(=O)NC(C)C)N1 (configuration not stated) | -3.1 | -1.2 | 6.4 | 0.6 | 4.7 | -5.0 | -2.4 | 2.8 | 1.9
COC(=O)[C@]12CCCCC=C1N(Cc1ccc3c(c1)OCO3)C(=O)[C@H](CC(=O)NCc1cccs1)C2 | 5.3 | 1.3 | x | 16.7 | -4.8 | 2.9 | x | x | -1.8
CCSc1ccc(NC(=O)c2cccnc2)cc1 | -2.7 | 0.7 | 4.0 | 1.7 | 1.6 | -5.4 | 0.5 | -9.7 | -0.4
COc1cccc(OCc2cc(C(=O)N3CCN(C4CCCCC4)C(=O)C3)no2)c1 | 5.3 | 2.4 | -4.7 | 8.7 | -5.5 | -4.5 | -2.6 | -2.9 | 11.7
CN(C)CCN(C)C1CN(Cc2ccccc2)S(=O)(=O)C1 (configuration not stated) | -3.1 | -13.7 | 3.6 | 0.3 | -5.5 | 7.0 | x | x | -3.2
CCc1nc2ccc(C(=O)Nc3ccc(NC(C)=O)cc3)cc2nc1CC | 1.2 | 4.7 | 0.0 | 1.2 | -4.6 | 0.8 | -1.8 | 4.9 | -1.2
O=C(Cn1ncc2c3ccccc3n(Cc3ccccc3)c2c1=O)N1CCN(c2ccccn2)CC1 | -1.4 | -4.0 | 10.3 | 3.4 | 3.0 | 2.2 | -0.1 | -5.0 | -4.1
Cc1ccc(OCc2ccc(C(=O)N3CCCC3)o2)c([N+](=O)[O-])c1 | -3.8 | 0.5 | -5.7 | 0.1 | 0.5 | 3.3 | -0.1 | 4.5 | -3.1
CCC1=NN(S(=O)(=O)c2ccc(C)cc2)C(O)(C(F)(F)F)C1 (configuration not stated) | 3.5 | -14.2 | 7.2 | 0.6 | 6.5 | 16.2 | -3.1 | 15.8 | -3.0
CC1CC(C)CN(C(=O)COC(=O)c2cccc(S(=O)(=O)N(C)c3ccccc3)c2)C1 (configuration not stated) | -0.8 | 2.5 | -3.2 | 10.7 | -3.4 | -11.7 | -1.0 | 10.2 | 1.0
CCS(=O)(=O)N1CCC(C(=O)NCc2ccc(OC)cc2OC)CC1 | -3.9 | 6.4 | -5.2 | 1.9 | -5.7 | -1.1 | -0.3 | 4.1 | 5.2
COc1ccc(C2=NOC3(CC(=O)N(c4ccc(F)cc4)C3=O)C2)cc1 (configuration not stated) | 6.6 | -17.9 | 5.1 | 1.5 | 34.7* | 14.3 | 7.1 | 2.6 | -16.6
Cc1c(C(=O)O)[nH]c2c1C(=O)CC(c1ccccc1)C2 (configuration not stated) | 2.8 | -3.9 | 13.2 | 1.9 | 18.4 | 9.4 | 0.8 | -2.5 | -3.1
Cc1cc(C(=O)OCC(=O)NC(=O)NC(C)(C)C)c(C)o1 | -2.3 | 0.5 | 5.9 | 0.8 | 5.1 | 9.3 | -1.5 | 0.7 | 8.2
CCOC(=O)N1CCC(NC(=O)c2ccccc2C(=O)O)CC1 | -0.6 | 8.7 | -4.9 | 0.9 | -1.4 | 0.7 | 0.2 | -3.9 | 15.5
Cc1ccc(S(=O)(=O)N(CC(=O)NCc2cccnc2)C2CCCCC2)cc1 | -0.9 | -0.5 | 9.9 | 3.2 | 2.7 | -8.9 | -0.2 | -2.0 | -9.6
COCCNC(=O)C1(C)CCN(C(=O)c2sccc2C)C1 (configuration not stated) | -0.2 | 4.0 | 6.8 | 0.2 | -1.0 | -5.5 | x | x | 9.5
CCOc1ccc(S(=O)(=O)Nc2ccc3c(c2)OCO3)c2cccnc12 | -0.6 | -1.3 | 0.3 | 0.6 | -2.8 | -2.6 | 0.4 | -10.2 | -0.7

Results in CRFBP-R2 block and CHRM5 antagonist (2 entries from above):
molecule | CRFBP-R2 block | CHRM5 antagonist
CCOC(=O)N1CCC(NC(=O)c2ccccc2C(=O)O)CC1 | -3.9 | 15.5
Cc1ccc(S(=O)(=O)N(CC(=O)NCc2cccnc2)C2CCCCC2)cc1 | -2.0 | -9.6

(list continues)
SMILES | M5 ag | M4 antag | CHRM1 PAM | M4 ag | CHRM4 PAM | M5 PAM | CRFR2-BP ag | CRFBP-R2 block | CHRM5 antagonist
O=C(Nc1c(-c2cccs2)nc2ccccn12)c1ccccc1F | 0.9 | -2.2 | 5.0 | 8.3 | 3.8 | -0.1 | 0.8 | 1.6 | 11.4
CCc1ccccc1NC(=S)N(CCN(C)C)C(C)c1ccccn1 (configuration not stated) | -3.8 | 10.0 | 5.9 | 0.2 | -2.2 | 3.1 | 1.3 | -2.4 | -10.0
Cc1csc(NC(=O)CSc2nnc(-c3ccc(S(=O)(=O)N4CCCC4)cc3)o2)n1 | -1.2 | 1.8 | 4.2 | 1.1 | 0.4 | 0.8 | 1.5 | -17.4 | -2.6
COc1cccc(N2CC(C(=O)Nc3nnc(SCC(=O)NCc4ccco4)s3)CC2=O)c1 (configuration not stated) | -3.2 | -4.5 | 11.6 | 0.2 | 9.4 | 5.0 | -0.8 | 1.4 | 0.5
Cc1ccccc1C(=O)OCCN1CCOCC1 | -1.0 | -9.2 | 6.8 | 1.8 | 4.9 | 4.9 | -2.3 | 25.0 | -3.0
CCC(=O)Nc1ccc(-c2csc(C)n2)cc1 | 1.9 | 7.8 | 19.5 | 0.9 | 13.3 | 3.7 | -1.3 | -9.4 | -2.4
COc1ccc2nc3cccc(OC)c3nc2c1 | -1.3 | -7.1 | 2.5 | 1.4 | 2.4 | 7.8 | 19.0 | 3.5 | 5.6
CC(C)(C)C(=O)NC1CC2CCCC(C1)N2C(=O)Nc1ccccc1Cl (configuration not stated) | -17.8 | 1.1 | 1.3 | 0.5 | -5.9 | 1.5 | -1.6 | 10.3 | 7.4
COC(=O)c1ccc2nc(-c3ccccc3)c(Cc3cccc(F)c3)n2c1 | -5.9 | 8.0 | x | -1.1 | 0.1 | -24.2 | x | x | 9.8
Nc1ccc(Nc2ccccc2)c(S(=O)(=O)O)c1 | -0.9 | 17.7 | 6.8 | 0.7 | -7.2 | -5.5 | 1.3 | -1.2 | 4.6
O=C(CCc1ccccc1)c1nnc(-c2ccccc2)o1 | -5.3 | -0.6 | 9.2 | 0.4 | 2.7 | -1.1 | 2.1 | -5.0 | 7.6
COc1ccc(NC(=O)c2ccc(NC(=O)c3ccncc3)cc2)cc1 | -3.4 | -14.1 | 5.0 | 2.1 | 11.0 | -1.5 | 5.8 | -3.9 | 23.0
NCc1cc2c3c(c1)CCCN3CCC2 | 0.8 | -8.9 | -0.4 | 2.1 | 1.4 | -1.3 | 0.8 | -9.9 | 0.8

Structures listed above printed as active in CHRM4 PAM:
structure,M5 ag,M4 antag,CHRM1 PAM,M4 ag,CHRM4 PAM,CRFR2-BP ag,CRFBP-R2 block,CHRM5 antagonist
COc1ccc(C2=NOC3(CC(=O)N(c4ccc(F)cc4)C3=O)C2)cc1 (configuration not stated),6.6,-17.9,5.1,1.5,34.7*,7.1,2.6,-16.6
